Yfh1-depleted yeast: enhancers of respiration in Yfh1-depleted yeast, dose response, Friedreich's ataxia, plus single-dose screen (AID 1465); S. cerevisiae Yfh1-off respiration, WST-1 reduction, 72 h; higher fold induction means a stronger effect; fold induction at 50 µM, or EC50 in µM where a hit was titrated; 220,000 tested, 0.074% active;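 active means fold induction of absorbance versus untreated yeast above a set limit, then at least 30% activation at any dose in follow-up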;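 further: activators that raise dye reduction in frataxin-depleted yeast; strong numbers were not always called active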
Dynein cargo inh: blocks dynein driven cargo transport along microtubules. 3617.4 mouse cells, GR-EGFP nuclear translocation imaging; test concentration mostly 20 µM; stimulated with dexamethasone, 1 µM; hits give low values. z-score, hits read low. 220,000 tested, 0.47% active;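 active means plate z-score of nuclear minus cytoplasmic receptor signal below a set negative limit, without overly bright fluorescence or cell loss, cut at about -3.5 in these data, passing the limit was not always enough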;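 further: z-score of nuclear minus cytoplasmic ring GR-EGFP intensity difference per well; some compounds called inactive have numbers as strong as hits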
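Medium: Induction medium lacking tetracycline, stripped serum | Probe or stimulus: 1.0 µM final dexamethasone stimulus | Schedule: 48 h induction, then 1 h compound, then 30 min agonist, 37 °C | Signal: Automated 10x imaging of fixed Hoechst-stained cells | Evaluation: Per-cell GR-EGFP intensity, nucleus versus surrounding cytoplasmic ring, well-averaged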
Hep lipid drop: modulators of hepatic lipid droplet formation; AML12 mouse hepatocytes, oleate lipid droplets, BODIPY imaging; inhibition, % at 6.5 µM; 240,000 tested, 0.4% active; AID 1656;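 active means lipid droplet intensity inhibited by at least 50%, with more than 500 cells counted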
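Test system: AML12 mouse liver cells; schedule: overnight exposure; technique: high-content imaging of BODIPY-stained droplets and DAPI nuclei; read-out: % inhibition of corrected integrated BODIPY droplet signal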
P. falciparum M17LAP: P. falciparum M17LAP inhibitors, primary screen, biochemical, fluorogenic H-Leu-NHMec substrate, 1536-well (AID 1619); recombinant M17LAP, H-Leu-NHMec fluorogenic kinetic assay; higher % means a stronger effect; inhibition, % at 30 µM; hits with a dose series show IC50 in µM; 220,000 tested, 0.38% active;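 active means compound inhibiting the enzyme by more than half at any dose during confirmatory dose-response retesting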;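 further: plate controls were full reaction with DMSO carrier for no effect and no enzyme background for full effect; strong numbers were not always called active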
ER stress rescue: rescue of cells from ER stress-induced death, primary screen, 384-well, CSM14.1, thapsigargin, ATP luminescence (AID 1222); CSM14.1 thapsigargin-induced death rescue, ATP luminescence; higher % means a stronger effect; cellular ATP content (survival), % at 20 µM, or EC50 in µM where a hit was titrated; 190,000 tested, under 10 active;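 active means EC50 below 50 µM in the dose-response confirmation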;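 further: death triggered by thapsigargin at about 15 µM added after 2 h compound pretreatment; cell ATP read after overnight thapsigargin exposure of roughly 18 to 22 hours; normalized against plate controls of thapsigargin alone and 5% DMSO vehicle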
Autophagy mod: modulators of autophagy. MEF GFP-LC3 puncta imaging; test concentration mostly 10 µM. calls only at 10 µM (by protocol). 190,000 tested, 0.98% active. AID 463193;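 active means percentage of spot-positive cells more than 3 SD above its plate mean, without a fluorescence outlier flag or 80% toxicity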;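 further: spot-positive cell cutoff set from DMSO-treated cells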
Insulin prom up: MIN6 insulin promoter up-regulation | MIN6 insulin promoter-GFP reporter, high-content imaging; hits give high values | 190,000 tested, 0.3% active | z-score at 5 µM;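 active means z-score above 3 at 5 µM with at least 500 cells counted in the well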
P. falciparum M1AAP: malaria alanyl aminopeptidase activity blockers – biochemical, fluorogenic H-Leu-NHMec substrate, 1536-well (AID 1445); 220,000 tested, 0.42% active; recombinant M1AAP, H-Leu-NHMec fluorogenic kinetic assay; higher % means a stronger effect; inhibition, % at 30 µM, or IC50 in µM where a hit was titrated;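 active means primary inhibition above the hit cutoff, then over 50% inhibition at one or more dose response concentrations, cut at about 23% in these data, passing the limit was not always enough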;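 further: plate controls were DMSO full reaction for no effect and no enzyme background for full effect; strong numbers were not always called active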
MT stabilize HCS: stabilizes microtubules in HeLa cells; 200,000 tested, 0.83% active; % tubulin-high responders, % at 10 µM; HeLa tubulin immunostaining HCS, 24 h; share of cells brighter than vehicle mean+2SD;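 active means plate Z-score above 3 for both tubulin-high and condensed-nucleus cell shares, with cell loss under 80%, at 10 µM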;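 further: anti alpha tubulin signal scored within the nucleus-defined area of each cell; some results filed as inactive read as strong as hits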
Dynein cargo inh cytoplasmic EGFP: second read-out of Dynein cargo inh, no call of its own (marks repeat the call); z-score; measured here: cytoplasmic GR-EGFP intensity; hits give high values
Dynein cargo inh nuclear GR-EGFP: also measured in Dynein cargo inh; calls as there; z-score; measured here: nuclear GR-EGFP intensity;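 lower value marks the stronger effect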
Dynein cargo inh cell count: further read-out of Dynein cargo inh, marked with its call; z-score; measured here: cell count per field
Insulin prom up cell count: second read-out of Insulin prom up, no call of its own (marks repeat the call); cell count; measured here: cytotoxicity, nuclei count;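 total cells summed across four imaged fields per well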
Hep lipid drop cells 6.5 µM: second read-out of Hep lipid drop, no call of its own (marks repeat the call); cell count; measured here: cell count, cytotoxicity flag;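 cells counted across two imaged fields per well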
MT stabilize HCS Hoechst-high %: further read-out of MT stabilize HCS, marked with its call; % Hoechst-high responders; measured here: nuclear condensation Hoechst responders;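 share of cells brighter than vehicle mean plus two SD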
MT stabilize HCS cytotoxicity %: also measured in MT stabilize HCS; calls as there; toxicity, %; measured here: cytotoxicity by cell density;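 0% = mean cell density of plate MIN control wells and 100% = no cells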
Autophagy mod cell loss 18 h: further read-out of Autophagy mod, marked with its call; toxicity, %; measured here: cell loss, nuclei count;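 cell loss after 18 h compound exposure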
Active calls of the source: *; i = inactive; nt = not tested or not shown. An unsorted share of the library; overall some 3.5% were active at least once.

Structure	Yfh1-depleted yeast	Dynein cargo inh	Dynein cargo inh cytoplasmic EGFP	Dynein cargo inh nuclear GR-EGFP	Dynein cargo inh cell count	Hep lipid drop	Hep lipid drop cells 6.5 µM	P. falciparum M17LAP	ER stress rescue	Autophagy mod	Autophagy mod cell loss 18 h	Insulin prom up	Insulin prom up cell count	P. falciparum M1AAP	MT stabilize HCS	MT stabilize HCS Hoechst-high %	MT stabilize HCS cytotoxicity %
CCOc1ccc(CN(C)CC(=O)Nc2cccc3ccccc23)cc1OC	i	-0.887	-0.326	-0.173	1.61	-28.5	677	-0.6%	-1.2%	i	20.4	-1.11	1290	-2.0%	6.8	2.8	10.9
O=C(O)c1cc2nc(-c3cccs3)cc(C(F)(F)F)n2n1	i	-0.777	-0.163	-0.426	-0.315	3.1	669	14.4%	-0.6%	i	-1.0	0.87	1589	14.7%	1.9	2.3	8.0
COc1cc(/C=C2/NC(=O)N(Cc3ccccc3F)C2=O)cc(OC)c1O	i	-0.788	-0.295	-0.408	0.527	-3.6	719	10.4%	-2.0%	i	10.6	-0.25	1208	11.0%	4.8	3.6	4.3
CC(C)N(Cc1nc(-c2ccc3c(c2)OCO3)no1)CC1CCC(=O)N1 (centres undefined)	i	-0.313	-0.342	0.173	0.781	-18.1	715	nt	-0.1%	i	-16.6	0.28	1559	nt	0.9	1.0	5.2
O=C(CSCc1ccccc1F)NCc1ccccc1	i	-0.505	-0.0785	-0.365	-0.152	-0.5	745	17.4%	-2.4%	i	11.4	0.96	1682	9.9%	2.2	1.6	9.0
CCCCN(CCCNC(=O)C1CCN(S(=O)(=O)CC)CC1)c1ccccc1	i	-0.716	-0.239	-1	-0.175	12.8	724	4.8%	-0.7%	i	2.3	nt	nt	10.7%	3.5	1.1	0.5
CCC(C)[C@H](NC(=O)Nc1cccc(Cl)c1)C(=O)O (some centres undefined)	i	-0.656	-0.261	-0.227	0.799	20.3	785	34.4%	-0.9%	i	34.2	-0.25	943	-0.4%	2.0	1.9	5.4
COC(=O)c1nc(NC2=NCCCCC2)n[nH]1	i	-0.142	-0.379	-0.175	0.311	nt	nt	-9.0%	1.0%	i	17.0	0.09	1181	1.6%	2.9	2.2	3.8
COc1ccc(-c2c([C@H]3[C@@H]4C=CCC[C@@]4(C)C(=O)N3Cc3ccccc3)ccc3ccccc23)cc1OC	i	0.582	-0.795	0.422	-0.332	8.8	743	11.4%	nt	nt	nt	nt	nt	3.1%	nt	nt	nt
CS(=O)(=O)c1cnc2c(-c3ccc(F)cc3)cnn2c1N	i	0.882	-0.221	1.2	-0.674	nt	nt	-5.4%	-1.2%	i	-34.4	-0.69	1298	5.4%	4.9	1.8	7.5
CCOC(=O)CN=C/C(C(C)=O)=C(/C)O	i	0.181	-0.31	0.256	-0.0423	-46.2	690	-4.4%	0.4%	i	20.4	-0.6	1371	1.0%	3.0	1.7	5.6
CCc1cc(C(N)=O)c(NC(=O)c2ccc(OC)cc2)s1	i	0.0024	-0.0661	-0.0783	-0.139	nt	nt	10.3%	0.1%	i	-14.7	-0.74	1167	3.2%	1.8	2.6	7.7
COc1ccccc1-n1ccnc1SCC(=O)NC1CCCC1	i	1.22	-0.23	0.487	-0.288	-0.1	681	-10.3%	-1.3%	i	2.1	-0.02	1224	4.8%	1.7	0.9	0.4
O=C(NCCc1ccccc1)C(=O)c1c(-c2ccccc2)cc2ccccn12	i	-0.923	0.183	-0.569	-0.167	-7.0	657	9.2%	-2.5%	i	5.1	0.22	1500	10.9%	3.7	2.4	7.1
O=C(/C=C/c1ccc2c(c1)OCO2)Nc1cccnc1	i	0.829	1.07	0.883	-0.356	-10.7	678	3.3%	-3.7%	i	6.2	-0.17	1448	8.9%	4.2	2.9	7.8
CC(=O)c1cccc(NC(=O)CC2Oc3ccc(C)cc3NC2=O)c1 (centres undefined)	i	1.23	-0.09	0.876	-0.712	nt	nt	-1.3%	-0.7%	i	3.0	-0.37	852	-0.4%	2.4	3.6	5.2
N#Cc1c[nH]n2c(=O)c3c(nc12)CCC3	i	-0.634	-0.182	-0.342	0.348	5.1	724	7.9%	0.6%	i	-3.6	-0.63	1545	-4.7%	3.3	2.0	6.8
CC1=C(C(=O)OC(C)C)C(c2cncc(-c3ccc(F)cc3)c2)C(C#N)=C(N)O1 (centres undefined)	i	-2.84	-0.0165	-1.04	-0.0731	-2.2	628	-6.6%	-1.4%	i	20.1	0.01	1351	-4.2%	2.8	2.6	7.2
CCC1(C)SC(N)=NN1C(C)=O (centres undefined)	i	-1.14	-0.323	-0.377	0.649	7.1	719	-0.1%	-1.2%	i	-18.2	0.08	1588	1.8%	3.8	2.1	7.6
CC(C)n1nnc2ccccc2c1=O	i	-0.157	-0.214	0.41	-0.124	nt	nt	-9.3%	-1.4%	i	-27.4	0.49	1375	-1.7%	1.6	1.4	5.9
CC1=NN(C(=O)c2ccc(Cn3nc(C)cc3C)o2)C(O)(C(F)(F)F)C1 (centres undefined)	i	-0.237	-0.155	0.229	-0.174	-8.0	755	1.8%	-4.4%	i	-7.5	0.2	939	6.1%	2.4	1.8	6.3
COc1ccc(NS(=O)(=O)c2ccc(OC)c(NC(=O)CCC3CCCC3)c2)cc1	i	-0.432	0.145	-0.434	0.876	9.3	641	-6.6%	-4.2%	i	2.6	nt	nt	1.5%	2.7	3.2	7.0
N#C/C(=C\c1ccc2c(c1)OCO2)C(N)=S	i	0.194	-0.241	-0.309	1.5	1.7	731	-1.9%	nt	nt	nt	-0.12	1453	4.7%	nt	nt	nt
Cn1c(OCc2cccnc2)nc2c1c(=O)n(Cc1ccccc1)c(=O)n2C	i	0.1	-0.267	-0.0161	-0.213	5.8	684	16.6%	-1.9%	i	-10.6	-0.27	1709	7.7%	2.8	1.8	5.1
COc1cc(OC)c(OC)cc1/C=N/n1c(-c2n[nH]c3c2CCC3)n[nH]c1=S	i	-0.177	-0.241	-0.1	0.102	-0.1	701	2.1%	nt	nt	nt	-0.14	1422	8.9%	nt	nt	nt
CCOC(=O)C(Cc1ccccc1)c1ccnc2ncnn12 (centres undefined)	i	0.307	-0.276	0.19	0.317	-1.1	627	-6.8%	-0.7%	i	13.9	0.28	1530	8.2%	3.4	2.1	7.2
O=C(CCn1cnc2ccccc2c1=O)Nc1ccc2c(c1)OCCO2	i	2.36	-0.187	0.997	-0.849	15.6	730	1.9%	8.7%	i	-0.3	0.5	1146	3.3%	3.4	1.1	4.9
CCCCOCCCNCC(=O)Nc1ccc(S(N)(=O)=O)cc1	i	1.87	-0.356	0.436	-0.0588	-7.4	674	-0.1%	0.2%	i	4.0	0.15	1604	4.0%	4.5	1.1	6.6
CCn1c(SC)nnc1-c1ccc(S(=O)(=O)N2CCCCC2)cc1	i	0.664	-0.272	0.25	0.436	nt	nt	nt	nt	i	-2.7	nt	nt	nt	2.0	2.2	5.3
CC(C)(C)n1nnnc1SCC(=O)Nc1nn(-c2ccccc2)nc1C(N)=O	i	-0.639	-0.0636	-0.344	0.593	0.5	700	5.1%	nt	i	5.9	-0.05	1201	-2.2%	2.2	2.3	1.3
COC(=O)CC1C(=O)NCCN1C(=O)CSc1nnnn1-c1ccc(OC)cc1 (centres undefined)	i	0.475	-0.223	-0.0657	0.343	8.1	773	15.5%	-0.6%	i	2.6	0.34	1215	1.2%	1.2	1.5	0.3
COc1ccc(CCn2c(-c3cccc([N+](=O)[O-])c3)nc3nc4ccccc4nc32)cc1OC	i	-0.506	-0.177	-0.389	0.445	-6.8	613	10.2%	-0.5%	i	5.5	-0.24	1458	3.2%	2.7	2.0	3.8
Cc1noc(C)c1S(=O)(=O)N1CCCC(C(=O)N2CCC(C)CC2)C1 (centres undefined)	i	0.399	-0.25	0.405	0.197	nt	nt	-0.1%	-0.1%	i	17.6	-0.7	1439	9.6%	1.7	1.0	9.5
O=C1CN(C(=O)COc2ccc(Br)cc2)c2ccccc2N1	i	0.00687	-0.299	0.0538	0.323	10.7	776	-5.5%	3.7%	i	3.7	-0.55	1493	-8.5%	2.5	1.1	4.7
